Screening results from PubChem.
MrgX1 allo act: allosterically activates human MrgX1 receptor signaling. Q96LB2. MrgX1-HEK293, Fluo-4 calcium flux, FDSS; hits give high values. B-score at 10 µM. 0.63% of 310,000 active. AID 588675;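 active means plate-corrected calcium response at least 3 library SD above typical, normal starting fluorescence, not activating the receptor alone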;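 further: compound read alongside a low EC10 to EC30 dose of BAM8-22 agonist; peak minus trough fluorescence over baseline measured at the second addition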
Target sequence (Q96LB2 whole entry, looked up): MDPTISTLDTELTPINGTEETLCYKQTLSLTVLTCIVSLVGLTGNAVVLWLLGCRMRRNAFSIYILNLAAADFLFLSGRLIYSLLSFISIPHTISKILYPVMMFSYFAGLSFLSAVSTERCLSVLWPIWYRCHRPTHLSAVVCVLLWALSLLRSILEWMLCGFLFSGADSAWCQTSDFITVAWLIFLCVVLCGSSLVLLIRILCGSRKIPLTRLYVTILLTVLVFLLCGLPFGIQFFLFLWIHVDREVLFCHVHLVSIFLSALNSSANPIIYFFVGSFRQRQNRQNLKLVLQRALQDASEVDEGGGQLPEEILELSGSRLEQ
RGS4 block: human RGS4 inhibition | P49798 | HEK293 M3R/RGS4 inducible, Fluo-4 calcium flux; hits give high values; triggered by carbachol at its EC20 | B-score at 10 µM | 0.45% of 310,000 active;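 active means B-score, a plate-corrected calcium signal, over three deviations above library mean, with baseline fluorescence within five deviations of library mean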;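 further: RGS4 expression induced by doxycycline in cells with stable M3 receptor; B-score is computed from the integrated fluorescence ratio over baseline after carbachol; higher B-score means a larger calcium signal and so more RGS4 inhibition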
Target sequence (P49798 whole entry, looked up): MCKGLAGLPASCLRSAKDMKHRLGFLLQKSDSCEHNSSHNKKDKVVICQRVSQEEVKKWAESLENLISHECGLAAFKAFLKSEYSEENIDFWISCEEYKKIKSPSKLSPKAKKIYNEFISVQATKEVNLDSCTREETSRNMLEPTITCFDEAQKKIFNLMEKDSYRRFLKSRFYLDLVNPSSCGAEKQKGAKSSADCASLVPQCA
TRPC6 act: activators of mouse TRPC6 channel | Q61143 | HEK293-TRPC6 membrane potential dye fluorescence; hits give high values | B-score at 10 µM | 0.13% of 310,000 active | AID 2550;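 active means B-score of the integrated fluorescence ratio above library mean plus 3 SD, and starting fluorescence ratio within library mean plus 5 SD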;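 further: higher score means more depolarization so channel activation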
TRPC4 inh: blocks the mouse TRPC4 cation channel; HEK293 TRPC4beta/mu-opioid, DAMGO-evoked Fluo4 calcium flux; hits give low values; Q9QUQ5; B-score at 10 µM; 0.39% of 300,000 active;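 active means B-score over 3 SD under the library average, no early fluorescence shift, positive overall ratio signal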
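Assay system: Stable TRPC4beta/mu-opioid receptor HEK293 cells | Reagent: DAMGO in two steps, submaximal then maximal | Compound dosing: Single concentration per test compound | Signal: Fluo4 Ca2+ flux fluorescence | Evaluation: Per-well B score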
MrgX1 antag: blocks BAM8-22 activation of human MrgX1 receptor. MRGX1-HEK293 calcium flux, Fluo-4, BAM8-22 antagonism; hits give low values. Q96LB2. 1.3% of 310,000 active. B-score at 10 µM;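 active means calcium-response B-score plate-corrected more than 3 library SD below zero, starting fluorescence within 5 deviations, no agonist response on first addition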;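 further: peak minus trough fluorescence over baseline after final BAM8-22 challenge near maximal dose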
Platelet DG rel: platelet dense granule release activity | human platelet-rich plasma, SFLLRN dense granule ATP release, luminescence | inhibition, %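 (compounds screened at 7.5 µM in platelet-rich plasma)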 | 0.22% of 300,000 active | AID 1663;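 active means mean replicate score, as percent of positive control, at or above 50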
HIF activator: HIF pathway transcriptional activation. U2OS HRE-luciferase reporter, luminescence; normalized: DMSO 0%, desferrioxamine 100%. activation, % at 7.5 µM (by protocol). 0.32% of 300,000 active. AID 1910;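 active means mean activation of at least 10% of the iron chelator positive control signal, with at least half of replicates also reaching 10%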
SKKanGAS inh: SKKanGAS growth inhibition; inhibition, % at 7.5 µM; S. pyogenes SKKanGAS, kanamycin growth, BacTiter-Glo, 6 h; 1.3% of 300,000 active; AID 1662;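 active means mean replicate score, as percent of positive control median, at least 50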;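 further: strain carries kanamycin resistance gene driven by streptokinase promoter and grows in 40 µg/ml kanamycin; loss of luminescence reflects streptokinase promoter inhibition or plain growth inhibition; 0% = median of DMSO wells and 100% = positive control at its reference dose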
RGS4 act: RGS4 potentiation or activation; HEK293 M3R/inducible RGS4, carbachol calcium flux Fluo4; hits give low values; B-score at 10 µM; 0.92% of 310,000 active; AID 463111;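 active means B-score of the integrated calcium signal more than 4 SD below the library mean, with starting fluorescence not abnormally high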;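 further: negative B-score means reduced calcium response which marks RGS4 activation or potentiation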
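test system = M3R-expressing HEK293 line, RGS4 induced by doxycycline | probe or stimulus = carbachol at ECmax as muscarinic agonist stimulus | timing = dye loading 30 min 37 °C, buffer rest 30 min RT | signal = calcium dye Fluo4 fluorescence | evaluation = B score from integrated fluorescence ratio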
MrgX1 ag: human MrgX1 receptor agonism, primary screen; Q96LB2; MrgX1-HEK293 cells, Fluo-4 calcium fluorescence, agonist mode; hits give high values; B-score at 10 µM; 0.44% of 310,000 active; AID 588627;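 active means calcium response B-score plate-corrected fluorescence ratio at least 3 library SD, with starting fluorescence B-score inside 5 SD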
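Assay system: MrgX1-expressing HEK293 cells / Amount: fifteen thousand cells per well / Doses: test compound in the initial addition of three / Timing: cells plated overnight, dye loaded 0.5 h 37 °C, 0.5 h room temperature / Technique: kinetic calcium dye fluorescence, Fluo-4 NW / Control set: positive and negative controls per plate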
TRPC6 inh: blocks the mouse TRPC6 cation channel | Q61143 | HEK293-TRPC6, membrane potential dye, ACh-evoked depolarization; hits give low values | B-score at 10 µM | 1.1% of 310,000 active | AID 2553;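 active means B-score under library mean minus 3 SD, initial fluorescence not abnormally high, positive integrated signal ratio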;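 further: B-score derived from integrated fluorescence ratio over the kinetic read; more negative B-score means stronger inhibition of depolarization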
Active calls of the source: *; i = inactive; . = not tested or not shown.

The line under a structure holds: RGS4 act	Platelet DG rel	TRPC6 act	TRPC4 inh	MrgX1 antag	SKKanGAS inh	MrgX1 ag	HIF activator	MrgX1 allo act	RGS4 block	TRPC6 inh
CC(C)C(=O)Nc1c(-c2cccc(Cl)c2)c(=O)c2ccccc2n1C
 : i	16	i	i	i	4	i	-1.7	i	i	i
CCC/C(O)=C1\C(=O)CCCC1=NCCc1c(C)[nH]c2ccc(C)cc12
 : i	5	i	i	i	-9	i	0.0	i	i	i
COc1ccc(CNC(=O)c2cccc(-c3ccc(C)c4ccccc34)n2)cc1
 : i	4	i	i	i	11	i	0.3	i	i	i
CCc1cccc(CC)c1NC(=O)C1CC(=O)N(c2ccc3c(c2)OCCO3)C1 (centres undefined)
 : i	-1	i	i	i	11	i	-1.7	i	i	i
Cc1ccc(CN2C(=O)CCC2C(=O)NCCN2CCOCC2)cc1 (centres undefined)
 : i	-2	i	i	i	-6	i	0.5	i	i	i
COC(=O)C1=CN(c2ccc(F)cc2)C=C(C(=O)OC)C1c1ccc([N+](=O)[O-])cc1
 : i	1	i	i	i	11	i	0.5	i	i	i
O=C(CSc1ccc(Cl)cc1)Nc1cccc(-c2nnc(-c3ccco3)o2)c1
 : i	-28	i	i	i	3	i	1.2	i	i	i
O=C(CS(=O)(=O)c1ccccc1)N1CCc2ccccc21
 : i	4	i	i	i	-2	i	1.2	i	i	i
COCc1ccc(C(=O)NC2CC(C)(C)Cc3c2cnn3-c2ccc(OC)cc2)o1 (centres undefined)
 : i	-1	i	i	i	-2	i	-1.3	i	i	i
CCOC(=O)C1=C(C)N(CCC(=O)O)C(=O)NC1c1ccccc1Cl (centres undefined)
 : i	-1	i	i	i	4	i	-0.2	i	i	i
O=C(CSc1nc2c(cnn2-c2ccccc2)c(=O)[nH]1)c1ccc(Cl)cc1
 : i	10	i	i	i	22	i	0.1	i	i	i
CCC(C)N1C(=O)N(C)C2NC(=O)NC21 (centres undefined)
 : i	6	i	i	i	-12	i	-0.3	i	i	i
O=C(NCc1ccco1)c1cnn2c(C(F)(F)F)cc(-c3ccccc3)nc12
 : i	-12	i	i	-4.7*	-16	i	0.4	i	i	i
Cc1ccc2c(c1)Oc1ccc(NC(=O)CCCl)cc1C(=O)N2
 : i	1	i	i	i	8	i	-0.3	i	i	i
S=C(NCc1ccco1)Nc1cccc(Cl)c1
 : i	5	i	i	i	-7	i	0.2	i	i	i
Cc1cc(NC(=O)CSc2nc3c(c(=O)n2Cc2ccccc2)SC(C)C3)no1 (centres undefined)
 : i	-3	i	i	i	-1	i	0.1	i	i	i
CCc1ccc(NC(=O)N2CCN(c3ccccc3)CC2)cc1
 : i	-2	i	i	i	-18	i	0.2	i	i	i
COc1ccccc1-c1noc(-c2cccnc2)n1
 : i	1	i	i	i	-9	i	3.4	i	i	i
CS(=O)(=O)N1CCN(C(=O)Cc2ccc([N+](=O)[O-])cc2)CC1
 : i	-28	i	i	i	-19	i	-0.6	i	i	i
CCc1ccc(C2CC(c3ccc(C)cc3)Nc3nc(N)nn32)cc1 (centres undefined)
 : i	7	i	i	i	5	i	0.3	i	i	i
CCCC(=O)N(c1ccc2oc(C)c(C(C)=O)c2c1)S(=O)(=O)c1ccc(C(=O)O)cc1
 : i	.	i	i	i	7	i	0.5	i	i	i
Cc1ccccc1NC(=O)N1CCCC(c2nc(-c3ccc(C(C)C)cc3)no2)C1 (centres undefined)
 : i	-6	i	i	i	0	i	-0.5	i	i	i
CCOC(=O)CC1C(C(=O)OCC)ON2OC(C(=O)OC)C(C(=O)OCC)C12 (centres undefined)
 : i	-3	i	i	i	-5	i	-0.9	i	i	i
Cc1ccc(NC(=O)NNC(=O)C2CC(c3cccs3)=NO2)cc1 (centres undefined)
 : i	-1	i	i	i	4	i	-0.1	i	i	i
CCOC(=O)C(=O)N/N=C/c1ccco1
 : i	2	i	i	i	-13	i	-0.6	i	i	i
CC(=O)c1cccc(NC(=O)c2ccc(C)o2)c1
 : i	-3	i	i	i	-2	i	2.8	i	i	i
C[C@@H]1NC(=O)[C@H](CCC(=O)O)NC(=O)c2cc([N+](=O)[O-])cc(F)c2NCCC[C@@H](C(N)=O)NC1=O
 : i	-1	i	i	i	-2	i	-1.6	i	i	i
CCCC(=O)Nn1cnc2c(c1=O)C1(CCCCC1)Cc1ccccc1-2
 : i	-10	i	i	i	1	i	-40	i	i	i
CCOC(=O)c1c(C)oc2ccc(OC(=O)N3CCOCC3)cc12
 : i	5	i	i	i	-9	i	-0.3	i	i	i
CCN(CCCNC(=O)CCn1c(=O)[nH]c2ccccc2c1=O)c1cccc(C)c1
 : i	-29	i	i	i	-1	i	0.0	i	i	i
O=C(NCCO)C(=O)NCC1OCCCN1S(=O)(=O)c1cccs1 (centres undefined)
 : i	7	i	i	i	-5	i	-0.4	i	i	i
CN(CC(=O)O)S(=O)(=O)c1cc(Cl)ccc1Cl
 : i	9	i	i	i	8	i	-0.3	i	i	i
CCOc1c([N+](=O)[O-])cc2c(C)c(C(=O)N3CCN(C)CC3)oc2c1OCC
 : i	8	i	i	i	4	i	1.4	i	i	i
COc1ccc(/C=C/C(=O)Nc2ccc(-n3nncc3-c3ccc(OC)c(OC)c3)cc2)cc1OC
 : i	-1	i	i	i	25	i	-0.2	i	i	i
COc1ccc(N(C(=O)c2ccco2)C(C(=O)NC2CCCC2)c2ccccc2)cc1 (centres undefined)
 : i	1	i	i	i	0	i	-0.2	i	i	i
O=C(NCc1ccccc1)c1cc(-c2cccc(O)c2)on1
 : i	0	i	i	i	-4	i	2.6	i	i	i
Clc1cccc(NCc2nnc(SCc3ccc(Cl)cc3Cl)o2)c1
 : -8.6*	-27	i	i	i	39	i	0.0	i	i	i
COc1ccccc1NC(=O)CSc1ccc2nnc(-c3ccc(C)cc3)n2n1
 : i	21	i	i	i	-7	i	-0.2	i	i	i
O=C(CCc1nnc2ccc(NCc3ccccc3)nn12)NC1CCCC1
 : i	17	i	i	i	2	i	0.4	i	i	i
COc1ccc(Br)cc1CNc1ccc(N2CCOCC2)cc1
 : i	-11	i	i	i	8	i	0.3	i	i	i
Cc1nc2ccc(NC(=O)N3CCSCC3)cc2nc1C
 : i	-1	i	i	i	2	i	0.0	i	i	i
Cc1ccc(-c2cc(NC(=O)CCl)n(-c3ccccc3)n2)cc1
 : i	-1	i	i	i	12	35*	1.6	i	i	i
Cc1cc(C)c2c(n1)nn1c(NCCCN(C)C)cc(C)nc21
 : i	6	i	i	i	-2	i	0.2	i	i	i
COc1ccc2c(C)c(CC(=O)N3CCN(C(=O)C4COc5ccccc5O4)CC3)c(=O)oc2c1C (centres undefined)
 : i	4	i	i	i	5	i	-0.6	i	i	i
COc1ccc(N(CC(=O)N2CCCCC2)S(=O)(=O)c2c(C)nn(C)c2C)cc1
 : i	1	i	i	i	-2	i	-0.1	i	i	i
CCOC(=O)c1sc(N(Cc2ccccc2)C(=O)COC(=O)c2ccccc2O)nc1C
 : i	-5	i	i	i	5	i	0.4	i	i	i
O=C(Nc1ccc2c(c1)OCO2)C1CC(=O)N(c2ccccc2)C1 (centres undefined)
 : i	-12	i	i	i	-2	i	0.0	i	i	i
CN(C)S(=O)(=O)c1ccc(C(=O)Nc2cc(=O)n(C)c(=O)n2C)cc1
 : i	-1	i	i	i	0	i	0.0	i	i	i
CCOC(=O)c1c(C)n(OCc2ccccc2)c2ccc3c(no[n+]3[O-])c12
 : i	-7	i	i	i	-1	i	-0.2	i	i	i
CCN1C(=O)[C@@H]2C(C(=O)c3cnccn3)=NN[C@@H]2C1=O
 : i	-12	i	i	i	-1	i	-0.6	i	i	i
C=CCNC(=O)/C(C#N)=C/c1cc(Br)ccc1OC
 : i	-8	i	i	i	-16	i	0.3	i	i	i
O=C(NNc1ccc([N+](=O)[O-])cc1)c1ccccc1Cl
 : i	-17	i	i	i	5	i	-0.5	i	i	i
COc1ccc(CCNC(=O)CC2Nc3ccccc3NC2=O)cc1 (centres undefined)
 : i	1	i	i	i	3	i	0.2	i	i	i
Cc1ccc(S(=O)(=O)NN2C(=O)c3ccccc3NC2c2ccco2)cc1 (centres undefined)
 : i	0	i	i	i	2	i	-0.6	i	i	i
O=c1c2ccccc2nnn1CSc1nc2cc(Cl)ccc2c(=O)n1Cc1ccco1
 : i	-2	i	i	i	21	i	-0.1	i	i	i
CCCN(CCC)CCCNC(=O)Cn1cnc2sc(C)c(S(=O)(=O)N3CCCCC3)c2c1=O
 : i	2	i	i	i	-3	i	0.4	i	i	i
CSc1nc2sccc2c(=O)[nH]1
 : i	-1	i	i	i	-3	i	0.2	i	i	i
CCSc1nnnn1-c1ccccc1
 : i	-5	i	i	i	4	i	0.1	i	i	i
CCOc1ccccc1NC(=O)CN1C(=O)C(=O)N(Cc2ccco2)C1=O
 : i	-4	i	i	i	2	i	-0.4	i	i	i
Cc1cc(C)c2nc(-c3ccccn3)cc(C(=O)NCCc3ccc(S(N)(=O)=O)cc3)c2c1
 : i	-3	i	i	i	11	i	-0.3	i	i	i

Next part
The line under a structure holds: RGS4 act	Platelet DG rel	TRPC6 act	TRPC4 inh	MrgX1 antag	SKKanGAS inh	MrgX1 ag	HIF activator	MrgX1 allo act	RGS4 block	TRPC6 inh
CS(=O)(=O)N(CC(=O)NCCSc1ccccn1)c1cccc2ccccc12
 : i	1	i	i	i	-1	i	.	i	i	i
COc1ccc(CNCc2cccc3ccccc23)cc1
 : i	3	i	i	i	1	i	-2.4	i	i	i
Cn1c(=O)cc(SCC(=O)NCCN2CCN(c3ccccc3F)CC2)c2cc(Cl)ccc21
 : i	-4	i	i	i	-4	i	-0.2	i	i	i
CC(O)(CS(=O)(=O)Cc1ccccc1)c1ccc(Cl)cc1 (centres undefined)
 : i	6	i	i	i	8	i	0.0	i	i	i
